Screens deposited in PubChem BioAssay by several laboratories.
RTF Ca sens inh: cardiac RTF calcium desensitization. P19429+P45379. IANBD-labeled cardiac RTF, Ca2+ fluorescence. inhibition, % at 7.15 µM. 340,000 tested, 0.12% active. AID 493244;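 active = inhibition above the mean inhibition of all tested compounds plus 3 SD, cut at about 17% in these data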;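 also: assay run at fixed EC70 calcium of 1.6 mM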
Keap1 Nrf2 FP: inhibitors of human Keap1-Nrf2 protein-protein interaction; Keap1 Kelch-Nrf2 peptide fluorescence polarization, 1536-well; inhibition, % at 9.4 µM; 340,000 tested, 0.15% active; in the data active = inhibition above about 12%;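 also: human Keap1 Kelch domain with fluorescein labeled Nrf2 9mer peptide probe; 0% = neutral control wells and 100% = peptide positive control; higher means more block of Keap1 binding to Nrf2 peptide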
Target sequence (Q14145 whole entry, looked up, the tested form may be a part): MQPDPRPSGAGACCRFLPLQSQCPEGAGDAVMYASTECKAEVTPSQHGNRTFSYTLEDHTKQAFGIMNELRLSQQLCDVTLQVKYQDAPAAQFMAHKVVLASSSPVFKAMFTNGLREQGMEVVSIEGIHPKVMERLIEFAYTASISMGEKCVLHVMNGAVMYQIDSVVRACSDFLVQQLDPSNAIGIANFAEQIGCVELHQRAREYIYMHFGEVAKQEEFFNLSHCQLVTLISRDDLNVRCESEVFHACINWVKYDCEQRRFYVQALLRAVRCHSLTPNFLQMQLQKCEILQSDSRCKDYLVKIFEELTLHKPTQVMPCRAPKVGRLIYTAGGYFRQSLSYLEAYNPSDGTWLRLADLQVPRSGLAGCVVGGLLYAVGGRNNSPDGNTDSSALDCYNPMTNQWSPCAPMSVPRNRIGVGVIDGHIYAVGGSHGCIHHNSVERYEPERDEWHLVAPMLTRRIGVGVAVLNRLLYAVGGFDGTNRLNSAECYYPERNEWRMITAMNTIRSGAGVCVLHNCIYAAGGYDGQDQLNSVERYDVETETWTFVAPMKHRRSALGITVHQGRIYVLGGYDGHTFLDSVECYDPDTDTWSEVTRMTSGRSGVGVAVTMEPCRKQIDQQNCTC
PKA-R2B activ: activators of human PKA-R2B complex; P22694+P31323; PKA-R2B holoenzyme dissociation, Cy5-IP20 fluorescence polarization; R2B truncated from residue 108, S112A mutant; 0% DMSO only, 100% 113 µM cGMP; activation, % at 11.4 µM; 340,000 tested, 0.079% active; AID 504700;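 active = activation above a cutoff set at the mean over all compounds plus 3 SD, cut at about 18% in these data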;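 also: higher means more holoenzyme dissociation and a rise in polarization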
Target sequence (P31323 whole entry, looked up, other chains not shown, the tested form may be a part): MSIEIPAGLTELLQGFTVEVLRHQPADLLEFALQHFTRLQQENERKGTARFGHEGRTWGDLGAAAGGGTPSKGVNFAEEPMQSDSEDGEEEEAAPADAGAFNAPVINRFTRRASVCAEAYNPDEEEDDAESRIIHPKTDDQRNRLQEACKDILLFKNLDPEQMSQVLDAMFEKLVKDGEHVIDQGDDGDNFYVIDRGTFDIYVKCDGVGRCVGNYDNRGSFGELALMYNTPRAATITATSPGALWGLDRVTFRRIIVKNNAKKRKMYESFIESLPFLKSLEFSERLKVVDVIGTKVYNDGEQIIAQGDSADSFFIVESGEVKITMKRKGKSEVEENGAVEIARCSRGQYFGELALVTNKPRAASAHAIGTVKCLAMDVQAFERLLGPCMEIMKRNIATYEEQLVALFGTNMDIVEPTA
Rtt109 Vps75: inhibitors of Candida albicans Rtt109/Vps75 histone acetyltransferase | 330,000 tested, 0.16% active | inhibition, % at 34.9 µM | purified Rtt109/Vps75, ThioGlo CoA-SH fluorescence, 4 h | Q5AAJ8 | AID 540336;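 active = inhibition of at least 50% in every replicate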
C-LANA FP: blocks KSHV LANA C-terminal domain binding to DNA; inhibition, % at 9 µM; MBP-C-LANA/FAM-LBS DNA binding, fluorescence polarization; 340,000 tested, 0.078% active;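 active = highest replicate inhibition at or above 60% at 9 µM, even if other replicates fall short; inactive = all replicates below 60% inhibition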;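 also: 0% = neutral control wells and 100% = 4 µM acridine orange control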
SR-BI DiI-HDL act: SR-BI HDL lipid transfer activation; CHO ldlA[mSR-BI] cells, DiI-HDL uptake fluorescence, 3 h; 100 = double the neutral-control signal; activation, % at 12.5 µM; 320,000 tested, 0.096% active;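 active = mean replicate activation of at least 60% and every replicate at or above 60%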;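 also: 0% = median plate neutral-control signal and 100% = twice that signal; values of inactives mirror those of a sister screen read the other way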
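Material – SR-BI-overexpressing, LDLR-lacking CHO cells · Medium – BSA-supplemented, HEPES-buffered Ham's F12, pH 7.4 · Doses – single concentration · Times – compound with DiI-HDL co-incubation, 3 h at 37 °C · Measured by – bottom-read fluorescence, 550/595 nm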
CAL PDZ FP-1: CAL PDZ (human) peptide binding inhibition | Q9HD26 | purified CAL PDZ, TMR-peptide fluorescence polarization, 1 h | inhibition, % at 24.9 µM | 300,000 tested, 0.92% active | AID 602252;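 active = mean inhibition of at least 30% with at least half of replicates also reaching 30%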;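 also: 0% = DMSO neutral control and 100% = excess unlabeled competitor peptide PRC23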
cardiac RTF act: cardiac RTF calcium sensitization | P19429+P45379 | activation, % at 7.2 µM | IANBD-labeled TnC RTF fluorescence at EC20 calcium; 0% EC20 calcium, 100% full calcium | 340,000 tested, 0.24% active | AID 493008;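 active = activation above the mean over all tested compounds plus 3 SD, cut at about 30% in these data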;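 also: rise in fluorescence read as greater calcium sensitivity of cardiac thin filaments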
CAL PDZ FP-2: inhibitors of human CAL PDZ peptide binding | purified CAL PDZ, TMR-peptide fluorescence polarization, 1 h | inhibition, % at 20 µM | 330,000 tested, 0.02% active | AID 504414;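 active = highest replicate inhibition of at least 40%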;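 also: plate controls were DMSO neutral control wells for no effect and unlabeled competitor peptide control wells for full effect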
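material = purified tagged CAL PDZ domain construct (CerCALP) | buffer or medium = sodium phosphate/NaCl buffer pH 7.4 with TCEP, IgG, Thesit | reagent = TMR-labelled reporter peptide T*-PRC34 bound in PDZ groove | incubation = 1 h room-temperature incubation prior to read | measured by = fluorescence polarization (mP) | evaluation = percent inhibition from loss of millipolarization | control set = unlabelled peptide and DMSO controls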
DAGLB inhibitor: blocks human DAGLB lipase activity; 340,000 tested, 0.059% active; Q8NCG7; inhibition, % at 5.17 µM; HEK293T DAGLB membrane lysate, EnzChek fluorogenic substrate; AID 504411; in the data active = inhibition above about 34%;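 also: 0% = enzyme with vehicle and 100% = wells lacking enzyme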
Active calls of the source: *; · = no result given.

molecule,RTF Ca sens inh,Keap1 Nrf2 FP,PKA-R2B activ,Rtt109 Vps75,C-LANA FP,SR-BI DiI-HDL act,CAL PDZ FP-1,cardiac RTF act,CAL PDZ FP-2,DAGLB inhibitor
CC(=O)c1ccc(S(=O)(=O)N2CCN(c3nn(C)c(=O)n(C)c3=O)CC2)cc1,8,-4,-3,-7,-0.7,25,-2,-9,0.3,0
CCc1nnc(NC(=O)CSc2nnc(Cc3cccn3C)n2CCOC)s1,-11,-4,3,1,0.4,21,-4,-2,-0.8,4
COc1ccc(C(=O)Oc2ccc(/C=N/Nc3ccc(Cl)c(C(=O)O)c3)cc2OC)cc1,3,-2,6,33,0.5,2,-3,4,-1.9,8
O=C(Cn1c(-c2cncs2)nc2ccccc21)NC1CCCC1,-5,0,-1,-12,1.2,20,41*,0,·,-3
COc1ccccc1C(=O)Nc1sc(C(=O)N2CCCC2)c(C)c1C#N,-4,-2,1,1,-1.2,11,-4,-7,-1.4,1
Cc1ccc(NC(=O)O/N=C/c2c(C)nn(C(C)(C)C)c2C)cc1Cl,2,-4,-3,11,-1.4,·,·,1,-1.0,-11
O=C(O)CCn1c2ccccc2c2nc3ccccc3nc21,5,-2,-11,0,1.0,8,7,7,1.2,1
Cc1nnc(SCC2=C(C(=O)O)N3C(=O)C(NC(=O)C(C)n4nc(C(F)(F)F)cc4C)C3SC2)s1 (centres undefined),-6,1,2,9,1.4,-4,-8,-4,-2.2,2
CCOC(=O)C(CSCC(=O)c1ccc(Cl)cc1)NC(=O)OC(C)(C)C (centres undefined),2,-4,0,5,3.0,15,-1,-2,0.7,-7
O=C(NC1CCS(=O)(=O)C1)/C(=C/c1ccc(Cl)cc1)NC(=O)c1ccccc1 (centres undefined),-11,-1,3,8,-2.8,17,-1,-2,-0.7,0
Cc1ccc2cc(CCl)c(Cl)nc2c1,-2,-1,-20,10,-0.3,9,-2,0,-1.6,-3
CCn1cc(C(C)(C)C)c(C#N)c1NC(C)=O,-1,-6,-1,5,-0.9,43,3,-3,-0.2,-2
S=c1nc(-c2sccc2OCc2ccc(Cl)cc2Cl)[nH][nH]1,-8,-3,-8,7,0.0,3,-4,-3,-0.3,0
O=C(NNC(=S)NC1CC2CCC1C2)c1ccc(Cl)cc1 (centres undefined),0,0,-7,-5,0.3,21,0,4,-0.2,-1
CCCOc1ccc(C(=O)Nc2ccc(S(=O)(=O)NC3=NCCCCC3)cc2)cc1,-6,-1,1,16,0.7,-36,-6,-1,-4.1,-2
CCCc1ccc2oc(C(=O)N3CCNC(=O)C3CC(=O)OC)c(C)c2c1 (centres undefined),-2,1,0,3,1.0,7,1,0,-4.5,0
O=C(Nc1nccs1)c1cccc(N2C(=O)C3C4C=CC(C4)C3C2=O)c1 (centres undefined),7,-4,-2,-13,0.1,9,-6,-2,-0.9,-2
O=C1c2c([N+](=O)[O-])cc([N+](=O)[O-])cc2S(=O)N1Cc1ccccc1 (centres undefined),0,0,1,·,-0.6,14,0,-4,0.0,1
Cn1c(Cc2csc(N)n2)nnc1SCC(=O)NCc1ccccc1,3,-1,-7,-18,-0.7,39,-5,-4,-2.0,1
COc1cc(OC)cc(C(=O)N[C@H](C(=O)Nc2ccc(F)cc2F)C(C)C)c1,-2,0,7,-1,-3.8,5,-4,-9,-0.5,1
COc1ccccc1OCCNC(=O)CNC(=O)c1ccc(Cl)c(Cl)c1,7,3,-4,-3,0.4,4,·,-1,-0.4,2
Nc1cc(C(=O)N2CCCC2)cc(C(=O)N2CCCC2)c1,2,-5,-11,1,1.3,10,-4,-1,-2.7,-3
CC1CN(/C=C/C=O)C(C)CC1OC(=O)c1ccccc1 (centres undefined),-11,5,-9,-1,0.2,11,-7,-3,0.4,2
CCCOc1ncnc2c1sc1nc3c(cc12)COC(C)(C)C3,-16,-5,-3,9,0.7,-3,·,10,-2.4,1
COc1cccc2c1cc1c(=O)n(CC(=O)N3CCC(C)CC3)nc(C)n12,-6,-7,-1,-5,-0.1,7,-8,-3,-3.2,0

Ordered by heavy-atom count (lowest first): 3 of the compounds above.
molecule,RTF Ca sens inh,Keap1 Nrf2 FP,PKA-R2B activ,Rtt109 Vps75,C-LANA FP,SR-BI DiI-HDL act,CAL PDZ FP-1,cardiac RTF act,CAL PDZ FP-2,DAGLB inhibitor
Cn1c(Cc2csc(N)n2)nnc1SCC(=O)NCc1ccccc1,3,-1,-7,-18,-0.7,39,-5,-4,-2.0,1
COc1ccccc1OCCNC(=O)CNC(=O)c1ccc(Cl)c(Cl)c1,7,3,-4,-3,0.4,4,·,-1,-0.4,2
COc1ccc(C(=O)Oc2ccc(/C=N/Nc3ccc(Cl)c(C(=O)O)c3)cc2OC)cc1,3,-2,6,33,0.5,2,-3,4,-1.9,8

Further structures
molecule,RTF Ca sens inh,Keap1 Nrf2 FP,PKA-R2B activ,Rtt109 Vps75,C-LANA FP,SR-BI DiI-HDL act,CAL PDZ FP-1,cardiac RTF act,CAL PDZ FP-2,DAGLB inhibitor
COc1cc(C(C)=O)ccc1OCC(O)CN1CCN(c2ccccc2)CC1 (centres undefined),3,-4,-1,-5,0.8,14,9,3,0.5,-2
CCOc1ccc(Oc2c(/C=N/NC(=O)COc3ccccc3OC)c(C)nn2-c2ccccc2)cc1,3,3,-1,0,-0.1,-39,-3,-5,-2.2,-6
CC(C)(C)c1ccc(CS(=O)CC(O)CO)cc1 (centres undefined),-10,-1,2,-3,0.8,7,-4,4,-2.2,0
Cc1ccc2[nH]c(=O)c(CN(CCCN3CCOCC3)C(=O)NC3CCCCC3)cc2c1,-10,-2,5,1,0.3,5,·,-1,-0.8,2
c1ccc(N2CC[N+]3(CCCC3)CC2)nc1,-4,4,-14,-5,0.1,20,-1,0,0.2,-5
Cn1c(CCCNC(=O)c2ccco2)nc2ccccc21,-9,-3,-3,0,0.8,4,·,3,-0.9,5
CCOc1ccc(-c2[nH]ncc2-c2csc(C)n2)c(O)c1,4,2,-15,3,0.7,-20,0,-1,-1.2,-3
Cc1ccc(NC(=O)CC(C)S(=O)(=O)c2ccc3c(c2)NC(=O)CO3)c(Cl)c1 (centres undefined),-8,1,-21,-2,-1.2,9,1,-1,-3.4,1
Cc1cc(NC(=O)Cn2cc([N+](=O)[O-])cn2)no1,-1,3,0,-6,-0.2,12,-7,1,0.0,0
Cc1ccc(Nc2ncnc3c2oc2ccccc23)cc1,-7,2,3,-6,-1.0,-9,-3,2,-1.7,-4
O=C(CC(C(=O)O)c1c[nH]c2ccccc12)c1ccccc1 (centres undefined),-5,0,2,-3,-1.3,23,-1,-8,-2.0,-1
O=S(=O)(c1ccccc1)c1nc(-c2ccco2)oc1NCc1ccccc1,3,-5,-4,-1,-0.2,1,·,-3,-0.6,-1
CC(=O)Nc1ccc2c(c1)C(=O)N(c1cccc3ccccc13)C2=O,-7,0,0,-7,3.7,-27,·,5,-0.9,-2
CCSCCNC(=O)c1cc(-n2cnnc2)ccc1Cl,5,-4,-2,5,-0.3,-7,-1,-2,0.1,0
COc1ccc(N=Cc2c(O)n(-c3ccc(OC)cc3)c(=O)c3ccccc23)cc1,-10,-3,-16,0,0.7,-41,1,2,-0.7,-3
C=CCn1c(SCC(=O)Nc2ccc3c(c2)OCCO3)nnc1-c1ccco1,-5,2,4,0,-1.5,17,·,3,-2.6,-2
COC(=O)c1cn(NC(=O)Cc2ccccc2OC)c(=O)c2ccccc12,-2,4,1,1,-1.6,0,5,2,0.7,-2
Cc1ccc(OCCn2c(=S)[nH]c3c(N)ncnc32)cc1,2,0,0,0,-2.1,19,4,0,-0.3,2
CC(C)OC(=O)CSc1ncnc2c1cnn2Cc1ccccc1,-5,2,1,-9,-0.9,7,-3,-2,-1.2,-7
CCOC(=O)CNC(=O)Cn1cnc2sc(C)c(S(=O)(=O)N3CCOCC3)c2c1=O,-4,-6,1,-4,-0.9,18,-2,-3,-1.6,0
COc1cc(NS(=O)(=O)c2ccc(NC(=O)/C(=C/c3ccccc3Cl)NC(=O)c3ccccc3)cc2)nc(OC)n1,-17,1,-4,4,-2.1,5,-1,-5,-4.8,9
CC1CCN(C(=O)/C(=C\c2ccccc2F)NC(=O)c2ccccc2)CC1,7,-2,-9,3,0.8,·,1,-8,-1.1,-3
COCCNC(=S)N/N=C/c1c2ccccc2cc2ccccc12,-12,-6,1,-4,1.3,·,-6,7,-0.3,2
COc1ccc(C(=O)C[n+]2ccc3c(c2)nc(-c2ccc(OC)cc2OC)n3C)cc1,-3,-4,-8,5,-0.1,-12,-2,3,-1.3,-2
COC(=O)Nc1ccc(S(=O)(=O)Nc2cnc3ccccc3n2)cc1,-4,-2,-6,-1,0.0,-1,10,3,-2.0,1

molecule,RTF Ca sens inh,Keap1 Nrf2 FP,PKA-R2B activ,Rtt109 Vps75,C-LANA FP,SR-BI DiI-HDL act,CAL PDZ FP-1,cardiac RTF act,CAL PDZ FP-2,DAGLB inhibitor
COc1ccc(-c2noc(CN(C(=O)c3ccoc3C)C(C)C)n2)cc1,-8,-5,1,5,-0.1,0,-1,-11,0.3,-8
CC(C)(C)NC(=O)CSc1ncnc2c1nnn2Cc1ccccc1Cl,6,-3,-5,-184,0.5,3,-5,-4,-0.4,-8
COc1ccc(Cl)cc1NC(=O)CCCNC(=O)c1ccc(Cl)cc1,-2,-1,0,-9,2.1,-18,-1,0,0.6,-1
CCN(Cc1ccccc1)C(=O)c1ccc(C(=O)N(CC)Cc2ccccc2)cc1,2,-1,-9,1,0.0,17,-3,-1,-0.3,-2
CN(C)S(=O)(=O)c1cccc(CSc2cccc[n+]2[O-])c1,-15,-2,14,-2,-0.6,-6,-2,-2,-2.0,-2
Cc1nnc(SCC(=O)Nc2ccc3c(c2)OCCO3)n1N,9,0,-1,0,0.1,15,-6,-2,-0.6,0
CC(C)(C)CNC(=O)c1cccc2c1C(=O)c1ccc(N3CCCC3)cc1S2(=O)=O,-31,-5,-13,6,33,13,-3,9,0.6,-12
CCOC(=O)C1CCN(C(=O)C2CCN(S(=O)(=O)c3c(C)noc3C)CC2)CC1,-21,0,-8,3,-0.3,2,1,-7,-2.7,-4
CCOc1ccccc1C(=O)N1CCC(C(=O)c2ccc(F)cc2)CC1,1,-2,-4,-8,0.7,-18,-2,8,-1.2,-1
O=C(CN1CCC(n2nnc3cc(F)ccc32)CC1)NC1CCCCC1,-8,-2,1,6,0.5,-9,2,6,-3.7,3
CCOc1ccc(NC(=O)CN(C)C(=O)c2cccnc2Sc2ccc(C)cc2C)cc1OCC,-5,4,9,-9,2.4,-11,-5,-6,0.0,1
COc1cc(S(=O)(=O)N2CC(=O)Nc3ccccc32)ccc1NC(C)=O,-7,0,0,-8,-0.1,15,0,-3,-1.5,1
O=c1cc(Nc2ccc3c(c2)OCCO3)[nH]c(=O)n1C1CCCCC1,1,-5,-5,2,0.1,10,-1,0,-0.1,1
